Kir21 block – Kir2.1 (mouse) channel inhibition. P35561. HEK293-Kir2.1, FluxOR thallium flux fluorescence; hits give low values. B-score at 10 µM. hit rate 0.85% among 310,000;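 active = fluorescence ratio B-score at or below minus 3 SD of library scores, with starting-brightness B-score within 2 SD, cut at about -4.2 in these data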;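 note: channel flux triggered by added potassium and thallium sulfate stimulus; B-score of peak minus minimum fluorescence over baseline after thallium stimulus; more negative B-score means stronger Kir2.1 block with less thallium influx; some compounds called inactive have numbers as strong as hits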
Target sequence (P35561 whole entry, looked up): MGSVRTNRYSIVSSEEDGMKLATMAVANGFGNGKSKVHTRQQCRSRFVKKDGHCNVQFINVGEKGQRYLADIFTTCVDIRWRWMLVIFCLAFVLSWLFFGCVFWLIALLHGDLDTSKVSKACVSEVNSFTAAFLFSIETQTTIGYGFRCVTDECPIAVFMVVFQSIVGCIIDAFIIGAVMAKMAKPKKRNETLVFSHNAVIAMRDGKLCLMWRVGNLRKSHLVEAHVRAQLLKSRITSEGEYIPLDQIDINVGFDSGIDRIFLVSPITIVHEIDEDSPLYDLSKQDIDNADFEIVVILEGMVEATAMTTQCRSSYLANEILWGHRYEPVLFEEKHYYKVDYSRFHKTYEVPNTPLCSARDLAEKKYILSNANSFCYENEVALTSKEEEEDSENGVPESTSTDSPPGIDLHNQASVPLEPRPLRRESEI
STK33 inh – blocks human STK33 kinase activity; Q9BYT3; purified STK33, MBP phosphorylation, ADP-Glo luminescence; inhibition, % at 10 µM; hit rate 0.073% among 320,000; AID 2661;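 active = inhibition at or above 25%, using the most active replicate where run in duplicate; inactive = inhibition below 25%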
Target sequence (Q9BYT3 whole entry, looked up): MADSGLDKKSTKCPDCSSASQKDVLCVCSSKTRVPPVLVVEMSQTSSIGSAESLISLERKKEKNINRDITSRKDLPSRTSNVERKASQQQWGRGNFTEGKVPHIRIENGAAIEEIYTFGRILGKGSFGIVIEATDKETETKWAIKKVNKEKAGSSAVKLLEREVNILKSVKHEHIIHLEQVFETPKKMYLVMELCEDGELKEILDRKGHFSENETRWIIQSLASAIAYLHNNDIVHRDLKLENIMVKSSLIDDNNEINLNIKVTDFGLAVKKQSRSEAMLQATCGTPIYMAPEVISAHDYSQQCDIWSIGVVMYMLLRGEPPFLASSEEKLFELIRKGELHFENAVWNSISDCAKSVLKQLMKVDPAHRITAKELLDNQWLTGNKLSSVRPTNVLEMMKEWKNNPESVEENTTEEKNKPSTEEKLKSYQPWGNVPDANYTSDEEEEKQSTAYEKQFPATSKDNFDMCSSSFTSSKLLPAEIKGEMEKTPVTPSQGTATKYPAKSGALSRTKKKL
Numbers without * were called inactive; nt = no result given.

Structure | Kir21 block | STK33 inh
CCc1ccc(C(=O)NNC(=O)CCN2CCN(Cc3ccccc3)CC2)cc1 | 0.04 | -3.5
C=CCOC(=O)C1=C(C)NC(=O)NC1c1ccc2c(c1)OCO2 (stereo not given) | 1.1 | -0.7
CN1N=C(C(F)(F)F)CC1=O | 1.7 | -1.6
O=C(NCCc1c[nH]c2ccccc12)C1Cc2ccccc2CN1C(=O)c1ccco1 (stereo not given) | -1.1 | -0.4
CCc1ccc(S(=O)(=O)N2CCN(C(=O)c3cccnc3)CC2)cc1 | 1.4 | -7.7
CC(=O)c1c(C)[nH]c(C(=O)COC(=O)CCSc2ccccc2)c1C | -0.44 | -2.2
CCCCCC1CC(CC#CCN2CCOCC2)C(=O)O1 (stereo not given) | 1.6 | -2.8
Cc1cccc(N2CCN(CCCNC(=O)C3CCCN(c4ncnc5c4nc4n5CCCCC4)C3)CC2C)c1 (stereo not given) | -0.08 | -1.4
CCOC(=O)c1[nH]nc(C(=O)c2ccc(Br)cc2)c1O | 1.3 | 0.3
CN(Cc1ccon1)C(=O)CC1C(=O)NCCN1CC1CCCCC1 (stereo not given) | -1.9 | -2.1
Cc1nnc(C)n1N1C(=O)c2cccc3cccc(c23)C1=O | 2.6 | -1.1
CN(C)S(=O)(=O)N1CCN(c2ccccc2Cl)CC1 | -0.63 | -0.3
CCn1c(Cc2ccccc2)nnc1SCC(=O)Nc1nc(C)c(C)s1 | -0.68 | -1.1
O=C(CCn1nnc(-c2cccs2)n1)NCc1ccccc1Cl | -1.6 | -0.4
CCOC(=O)C1CCN(C(=O)CCNC(=O)Cn2ccc3ccccc3c2=O)CC1 | -0.16 | -0.3
COCCN(CCOC)Cc1c(C)[nH]c2c(C)c(C)ccc2c1=O | -0.6 | -2.2
CCCCCCCCc1nc(=S)[nH][nH]1 | -0.83 | -0.9
COc1ccc(CCNC(=O)COC(=O)Cc2cccc3ccccc23)cc1 | -12* | -1.9
CC(=O)NNC(=O)c1csc(-c2csc(C)n2)n1 | 0.57 | -1.0
Cc1ccc(C)c(NC(=O)CN2C(=O)COc3ccc(S(=O)(=O)N4CCCC4)cc32)c1 | 1.8 | 0.3
O=C(NCc1cccnc1)C(=O)Nc1ccc([N+](=O)[O-])cc1 | -0.63 | -1.0
CCc1ccc(N2C(=O)CC(N3CCC(C(=O)OC)CC3)C2=O)cc1 (stereo not given) | -0.69 | 1.7
CCC(NC(=O)CCc1nnc(-c2cc(C)on2)o1)C12CC3CC(CC(C3)C1)C2 (stereo not given) | -1.9 | -0.2
CCOC(=O)N1CCN(C(=O)c2ccc(N(Cc3ccc(Cl)cc3)S(C)(=O)=O)cc2)CC1 | 1.4 | -0.8
Cc1cc(C)c(CN2CCC(n3nccc3NC(=O)CCOc3ccccc3)CC2)cc1C | -3.1 | 2.0
Cc1cccc2sc(N(CCCN(C)C)C(=O)CCS(=O)(=O)c3ccccc3)nc12 | -1.9 | 3.8
Cc1nc2ccn(Cc3ccccc3)c(=O)c2cc1C(=O)N1CCN(c2ccc(F)cc2)CC1 | -0.08 | 0.6
Cc1ccc([C@@H]2CC=C(C(=O)O)[C@H](c3ccc(F)cc3)N2S(=O)(=O)c2ccccc2C)cc1 | nt | 0.2
Cc1ccc(S(=O)(=O)NCc2ccc(C(=O)NCCc3ccc(S(N)(=O)=O)cc3)cc2)cc1 | -0.17 | 1.6
CCOc1ccc(N(C(=O)c2ccc3c(c2)OCO3)C2C=CS(=O)(=O)C2)cc1 (stereo not given) | -0.13 | -0.3
CCC1CCCCN1CCCNC(=O)c1cn(C)c2ccc(S(=O)(=O)N(C)C3CCCCC3)cc2c1=O (stereo not given) | -0.23 | 0.7
CC(=O)Nc1ccc(S(=O)(=O)Oc2ccc(/C=C3\SC(N)=NC3=O)cc2)cc1 | -0.08 | -0.3
CCn1cc(C(=O)N[C@@H](CCSC)C(=O)NCCO)c(=O)c2cc3c(cc21)OCO3 | 0.01 | -0.5
N=c1c(S(=O)(=O)c2ccc(Cl)cc2)cc2c(=O)n3ccccc3nc2n1Cc1ccco1 | -0.06 | -0.2
Cn1nc(C(=O)N2CCN(c3ccc([N+](=O)[O-])cc3)CC2)c2c1-c1ccccc1S(=O)(=O)C2 | -0.11 | -0.8
Cc1cc(C)c(S(=O)(=O)Cc2ccccc2)c(OC(C)C)n1 | -3.4 | -0.4
O=C(NCCCCNC(=O)c1ccccc1Br)c1ccccc1Br | -0.22 | -0.5
CCOc1ccc(CCNC(=O)Nc2ccccc2)cc1OCC | -1.7 | -0.9
O=C(NCC1COc2ccccc2O1)c1ccc(Cl)cc1 (stereo not given) | 0.83 | 0.3
COC(=O)c1ccc(OC(=O)CCN2C(=O)C3CCCCC3C2=O)cc1 (stereo not given) | 0.78 | -0.4

Reformatted: 3 of the compounds above.
compound: CCc1ccc(N2C(=O)CC(N3CCC(C(=O)OC)CC3)C2=O)cc1 (stereo not given)
- Kir21 block = -0.69
- STK33 inh = 1.7
compound: CCn1cc(C(=O)N[C@@H](CCSC)C(=O)NCCO)c(=O)c2cc3c(cc21)OCO3
- Kir21 block = 0.01
- STK33 inh = -0.5
compound: CCOc1ccc(N(C(=O)c2ccc3c(c2)OCO3)C2C=CS(=O)(=O)C2)cc1 (stereo not given)
- Kir21 block = -0.13
- STK33 inh = -0.3

More compounds follow:
Structure | Kir21 block | STK33 inh
C=CCn1nnnc1SCC(=O)Nc1cccc(C(F)(F)F)c1 | -0.55 | -1.6
O=C(COc1ccccc1)Nc1nnc(-c2ccccc2)o1 | 0.38 | 0.2
CCOc1ccc(N(CC(=O)N2CCN(c3ccccc3)CC2)S(=O)(=O)c2c(C)noc2C)cc1 | -0.64 | -2.7
COc1cc(CN2CC(C)CC(C)C2)cc([N+](=O)[O-])c1O (stereo not given) | 0.65 | 0.1
Cc1c(C(=O)Nc2ccc3c(c2)OCCO3)sc2nc(-c3ccccc3)cn12 | 0.31 | 0.0
O=C(Nc1ccc(Cl)c(Cl)c1)N(CCCN1CCOCC1)Cc1cccnc1 | 0.39 | -1.2
O=C(Nc1ccncc1)c1ccccc1-c1ccccc1 | 0.01 | -0.3
Cc1ccc(/C=N/NC(=O)c2cc(-c3ccc(C)o3)[nH]n2)cc1 | -1.3 | -1.4
O=C(Nn1cnnc1)c1cc(Cl)cc(Cl)c1 | -0.35 | -1.0
COc1ccc(NC(=O)N2CCCc3cc(C)ccc32)c(OC)c1 | 0.28 | -1.1
COc1ccc2c(c1)C(=O)N1[C@H]3c4cc(OC)ccc4OC[C@@H]3[C@H](c3ccccc3)[C@]1(C)C(=O)N2 | nt | -0.4
Cc1csc(SCC(=O)Nc2nccs2)n1 | 0.96 | 0.2
CCn1c(COc2cccc(C)c2)nnc1SCC(=O)Nc1cccc(C(=O)O)c1 | 0.09 | 0.1
O=C(NCCN1CCOCC1)C1CC(=O)N(c2ccc(F)c(Cl)c2)C1 (stereo not given) | 0.68 | -5.2
C=CCn1cnc2c(c1=O)c1nc3ccccc3nc1n2/N=C/c1cc(OC)c(OC)c(OC)c1 | 0.78 | -0.5
COCC1CCN(C(=O)C2CCC(=O)N(Cc3cccc(C(F)(F)F)c3)C2)CC1 (stereo not given) | -0.82 | nt
Cc1ccc(-c2csc(NC(=O)CN3CCOCC3)n2)cc1C | 1.1 | -1.2
Cc1cc(C)c(S(=O)(=O)N2CCOC2CNC(=O)C(=O)NCCN2CCOCC2)c(C)c1 (stereo not given) | 0.28 | -0.8
O=C(CSc1n[nH]c(-c2ccccc2)n1)Nc1ccc(N2CCOCC2)cc1 | -0.49 | -0.8
CN(Cc1c(C(=O)N/N=C/c2cccc(O)c2)nnn1-c1nonc1N)c1ccccc1 | -1 | 0.6
CCOC(=O)c1nnn(-c2nonc2N)c1CNc1ccccc1 | 0.37 | -1.3
CCOC(=O)c1c(C)nc2cc(C)cc(C)n12 | -0.51 | -1.4
CCc1ccc(C(=O)CSc2nnc(C3CC3)n2C2CC2)cc1 | nt | -0.5
Cc1cccc(/C(N)=N/OC(=O)CCCN2C(=O)c3ccccc3C2=O)c1 | -1.2 | -1.1
CC(=O)c1cn(CCC(C)C)c(=O)[nH]c1=O | 0.72 | -0.9
Cc1ccc(Sc2ncnc(N)c2[N+](=O)[O-])cc1 | 1.6 | -1.0
CCc1nnc(NC(=O)c2sc3nc4cc(C)ccc4cc3c2N)s1 | -1.1 | -0.5
Cc1cc(Cl)c2oc(C(=O)NCCC3CCCCO3)c(C)c2c1 (stereo not given) | 1.5 | -1.0
Cc1ccc(-n2ncc3c2CCCC3NC(=O)CCc2cnccn2)cc1C (stereo not given) | 0.26 | -0.7
CCN(CC(=O)Nc1ccccc1C(F)(F)F)C(=O)c1cc(-c2ccccc2)nn1-c1ccccc1 | -0.44 | -3.0
CC(=O)Nc1sc(NC(=O)c2ccco2)nc1-c1cccs1 | 0 | -0.8
CCOC(=O)C(NC(=O)NCc1ccccc1OC)(OCC)C(F)(F)F (stereo not given) | -0.46 | -1.1
Cc1cc(Cl)ccc1OCCCC(=O)OCC(=O)c1c(N)n(C)c(=O)n(C)c1=O | 0.95 | 0.3
CCn1c(=N)n(CCO)c2ccccc21 | -0.75 | -0.4
CCS(=O)(=O)c1ccc(O)c(NC(=O)CC2(CC(=O)O)CCCC2)c1 | 1.6 | -0.6
CC(C)CC(=O)NC(NC(=S)Nc1sc2c(c1C#N)CCCC2)C(Cl)(Cl)Cl (stereo not given) | 2.6 | -0.7
CC(=O)Nc1ccc(C(=O)OCC(=O)Nc2ccccc2F)cc1 | 0.02 | 0.2
CCOC(=O)c1c(C)[nH]c(C2=NNC(=Nc3ccccc3OC)SC2)c1C | -1.4 | -1.2
COc1ccc(CCC(=O)Nc2ccc(S(=O)(=O)N3CCCC3)cc2)cc1OC | nt | 0.0
CCCc1ccc2oc(C(=O)NCCCN3CCOCC3)c(C)c2c1 | 0.69 | 1.4
COC(=O)c1cn(CC(=O)NCc2cccs2)c2ccccc12 | 0.03 | -1.5
O=C(Cn1ccc(C(F)(F)F)n1)Nc1cccc(S(=O)(=O)N2CCCCC2)c1 | 1 | -0.3
CCNC(=S)NNC(=O)Cn1nc(C)cc1C | -0.52 | 0.0
CCC(c1nnc(SCC(=O)NCC2CCCO2)n1Cc1ccccc1)N(C)C (stereo not given) | -0.07 | -2.4
CCN(CC)c1ccc(C(=O)c2ccccc2C(=O)O)c(O)c1 | -1.1 | -1.6
CCN(CC)C(=O)COc1ccc(Br)cc1Cl | 0.89 | -2.3
Cc1ccc2c(c1)C(c1ccc(F)cc1)N(C(=O)c1ccccc1Br)CC(=O)N2 (stereo not given) | 0.02 | 0.4
COc1ccc(OC)c(CN2CCCCCC2)c1 | 1.9 | -1.4
CCCCCC(=O)N[C@@H](c1ccccc1)[C@@H](O)C(=O)O[C@H]1C[C@@]2(O)[C@@H](OC(=O)c3ccccc3)C3[C@](C)(C(=O)[C@H](OC(C)=O)C(=C1C)C2(C)C)[C@@H](O)C[C@H]1OC[C@@]31OC(C)=O (stereo not given in full) | 0.74 | -1.0
Fc1ccc2nc(C(F)(F)F)cc(N3CCOCC3)c2c1 | 0.85 | -0.7
CC1(C)CC(=O)C2=C(C1)Nc1ccccc1NC2c1ccc(F)cc1 (stereo not given) | -1.5 | 0.3
O=C(O)c1cccc(N2C(=O)C3CC=CCC3C2=O)c1 (stereo not given) | -1.6 | 0.7
Cc1cc2ncn(/N=C/c3ccc([N+](=O)[O-])o3)c2cc1C | 0.9 | -0.8
CCCCOC(=O)/C=C/c1c(C)[nH]c(=O)[nH]c1=O | -2.7 | -2.4
CCC1Nc2ncnc(N3CCN(c4ccccn4)CC3)c2N(Cc2ccc(Br)cc2)C1=O (stereo not given) | nt | -0.3
CCOC(=O)c1c2ccc(OCC(=O)N/N=C/c3ccc(Cl)cc3)cc2n2ccccc12 | -0.42 | nt
CCOc1ccc(-n2cc(C(=O)NCc3ccco3)c3cc(OC)c(OC)cc3c2=O)cc1 | -2.9 | -1.0
CCOC(=O)C1CCN(CC(O)COc2ccc(C(C)=O)cc2)CC1 (stereo not given) | 1.1 | -1.0
COCCn1c(=S)[nH]c2cc(C(=O)N3CCN(c4cccc(Cl)c4)CC3)ccc2c1=O | -0.07 | 1.3
C=CCn1c(SCC(=O)NCC(c2ccccc2)N(C)C)nnc1C1CCCCC1 (stereo not given) | nt | -0.1

Arranged by SMILES length (lowest first): part of the list above
Structure | Kir21 block | STK33 inh
CCNC(=S)NNC(=O)Cn1nc(C)cc1C | -0.52 | 0.0
CC1(C)CC(=O)C2=C(C1)Nc1ccccc1NC2c1ccc(F)cc1 (stereo not given) | -1.5 | 0.3
CCOC(=O)c1c2ccc(OCC(=O)N/N=C/c3ccc(Cl)cc3)cc2n2ccccc12 | -0.42 | nt

Other entries
Structure | Kir21 block | STK33 inh
CCC(=O)OCc1cc(=O)oc2ccc3ccccc3c12 | -0.79 | 1.4
Cc1cc(C)[n+](Cc2ccccc2)cc1C(N)=O | -0.89 | -0.7
Cc1cc(C)c2c(=O)[nH]c(SCc3ccccc3C)nc2n1 | 1.8 | -0.7
COC(=O)c1sc(NC(=O)/C=C/c2ccccc2Cl)nc1C | 0.83 | -0.7
CC(CNC(=O)CCn1c(=O)c2cccn2c2ccc(F)cc21)c1ccccc1 (stereo not given) | -1.8 | 0.8
Fc1ccc(OCc2nnc(SCCN3CCOCC3)o2)cc1 | 0.42 | -0.6
O=C(Nc1ccnn1C1CCN(C(=O)c2ccc(Cl)cc2)CC1)C1CC1 | 2.3 | -2.4
CCOC(=O)Cc1csc(NC(=O)Nc2cccc(OC)c2)n1 | -0.06 | -1.7
COc1ccc2c(C)cc(SCn3nnc4ccccc4c3=O)nc2c1 | -3 | -0.9
O=C(Nc1ccccc1)c1ccccc1OCc1cccc([N+](=O)[O-])c1 | 0.34 | 0.2
c1ccc(CNc2ncnc3sc4c(c23)CCCC4)nc1 | 1.4 | 1.7
CC1CCN(CCCNC(=O)C2CC(=O)N(CCc3ccccc3)C2)CC1 (stereo not given) | 1.4 | -0.2

Assay outcomes from PubChem.
